# Rab7 wt GTP bind: dog Rab7 wildtype GTP binding, inhibitors and activators. GST-Rab7 beads, fluorescent GTP binding, flow cytometry; actives lie on both sides; untreated = 100%, excess cold GTP = 0%. AID 758. 190,000 tested, 0.055% active. GTP binding activity (percent of control), % at 10 µM;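 active = fluorescent GTP binding to Rab7 beads changed by at least 20 points from the 100% baseline, either direction, mostly lower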;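 note: median green fluorescence of bound Bodipy-FL-GTP per Rab7 bead population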
# Bim-Bfl-1: inhibitors of Bim-Bfl-1 interaction, human | inhibition, % at 10 µM | Q16548 | 190,000 tested, 0.12% active | AID 1008 | Bead-based flow cytometry, Bim-Bfl-1 binding inhibition;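 note: 0% = wells without compound plus tracer and 100% = blocker peptide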
# Bim-Bcl-B: human Bim-Bcl-B interaction inhibition | Q9HD36 | bead-based flow cytometry, Bim peptide-Bcl-B binding | inhibition, % at 10 µM | 190,000 tested, 0.073% active | AID 951;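 note: 0% = tracer peptide without compound and 100% = reference inhibitor peptide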
# Rac1 wt GTP bind: alters GTP binding to wildtype human Rac1. P63000. GST-Rac1 beads, fluorescent GTP binding, flow cytometry; actives lie on both sides; 0 = cold GTP competed, 100 = untreated. GTP binding activity (% of control), % at 10 µM. 190,000 tested, 0.27% active. AID 757;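 active = GTP binding activity at least 20 points away from the 100% control level, either lower or higher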
# HRas wt GTP bind: human HRas wildtype GTP binding, change in either direction; GST-Ras wt beads, Bodipy-FL-GTP binding, flow cytometry; actives lie on both sides; 190,000 tested, 0.14% active; GTP binding activity, % at 10 µM;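 active = GTP binding activity at least 20% away from the 100% baseline, either lowered as inhibitor or raised as activator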;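 note: 0% = unlabeled GTP competition control and 100% = no-compound control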
# Target sequence (P01112 whole entry, looked up): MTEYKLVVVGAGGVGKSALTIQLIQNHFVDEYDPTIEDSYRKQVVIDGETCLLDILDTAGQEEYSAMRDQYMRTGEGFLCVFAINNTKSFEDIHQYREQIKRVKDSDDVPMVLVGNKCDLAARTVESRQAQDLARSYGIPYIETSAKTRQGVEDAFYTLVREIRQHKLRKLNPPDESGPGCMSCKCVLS
# Bim-Bcl-W: inhibitors of Bim-Bcl-W interaction, human | Q92843 | bead-based flow cytometry, Bim peptide-Bcl-W binding | inhibition, % at 10 µM | 190,000 tested, 0.02% active;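 note: 0% = bound tracer without compound and 100% = peptide blocker; higher means less fluorescent Bim peptide bound to Bcl-W beads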
# Rab2A wt mod: changes GTP binding to wildtype dog Rab2A, up or down; 190,000 tested, 0.19% active; GTP binding activity, % at 10 µM; P61105; GST-Rab2 wt beads, Bodipy-GTP binding, flow cytometry;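 active = GTP binding activity at least 20 points away from 100%, either lowered or raised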;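 note: 0% = beads with excess unlabeled GTP and 100% = no-compound control corrected for plate trend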
# Cdc42 wt GTP: human Cdc42 wildtype GTP binding change, either direction; GST-Cdc42 beads, Bodipy-GTP binding, flow cytometry; actives lie on both sides; percent activity (GTP binding), % at 10 µM; 190,000 tested, 0.2% active;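 active = percent activity GTP binding at least 20 points away from the 100% baseline, either down as inhibitor or up as activator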;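 note: median bead fluorescence of bound Bodipy-FL-GTP at 100 nM; 0% = excess unlabeled GTP control and 100% = no compound control; below 100% means less GTP binding so inhibitor and above means activator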
# Target sequence (P60953 whole entry, looked up): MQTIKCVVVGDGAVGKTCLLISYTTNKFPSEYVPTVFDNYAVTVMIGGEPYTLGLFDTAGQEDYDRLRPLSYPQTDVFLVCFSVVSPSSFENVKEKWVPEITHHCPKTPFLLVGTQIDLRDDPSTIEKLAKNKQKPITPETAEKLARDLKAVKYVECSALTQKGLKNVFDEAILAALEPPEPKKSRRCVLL
# Bim-Bcl-2: inhibitors of Bim-Bcl-2 interaction, human | Bead-based flow cytometry, Bim peptide-Bcl-2 binding | inhibition, % at 10 µM | P10415 | 190,000 tested, 0.06% active; in the data active = inhibition above about 40%;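 note: 0% = no compound wells with probe peptide and 100% = reference peptide inhibitor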
# Target sequence (P10415 whole entry, looked up): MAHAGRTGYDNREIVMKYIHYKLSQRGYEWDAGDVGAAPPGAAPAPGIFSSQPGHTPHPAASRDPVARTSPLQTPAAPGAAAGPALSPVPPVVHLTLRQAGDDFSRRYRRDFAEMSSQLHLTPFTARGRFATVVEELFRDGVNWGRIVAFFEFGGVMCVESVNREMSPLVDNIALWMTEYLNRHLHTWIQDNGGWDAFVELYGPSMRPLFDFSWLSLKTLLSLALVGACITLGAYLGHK
# Bim-Bcl-XL: disrupts Bim peptide binding to human Bcl-XL. 190,000 tested, 0.04% active. bead flow cytometry, fluorescence. Q07817. inhibition, % at 10 µM
# Target sequence (Q07817 whole entry, looked up): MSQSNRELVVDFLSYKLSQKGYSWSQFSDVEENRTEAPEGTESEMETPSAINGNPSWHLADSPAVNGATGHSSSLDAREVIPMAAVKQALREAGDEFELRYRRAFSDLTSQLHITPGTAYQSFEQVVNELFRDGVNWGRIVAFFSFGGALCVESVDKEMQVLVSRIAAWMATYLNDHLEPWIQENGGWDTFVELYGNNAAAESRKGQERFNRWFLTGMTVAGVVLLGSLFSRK
# Rac1 mut GTP: alters GTP binding to activated mutant human Rac1; AID 764; 190,000 tested, 0.11% active; GST-Rac1 activated beads, fluorescent GTP binding, flow cytometry; actives lie on both sides; 100% means binding = to untreated wells; percent activity (GTP binding), % at 10 µM;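 active = GTP binding at least 20 percentage points away from the 100% baseline, in either direction, so actives lie on both sides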
# * hit, by the source's call; . = no result given. Cut-off read from the data, not from the text of the source, unless noted: active = inhibition above about 40%.
no. | canonical_smiles | Rab7 wt GTP bind | Bim-Bfl-1 | Bim-Bcl-B | Rac1 wt GTP bind | HRas wt GTP bind | Bim-Bcl-W | Rab2A wt mod | Cdc42 wt GTP | Bim-Bcl-2 | Bim-Bcl-XL | Rac1 mut GTP
1 | COc1ccc(-c2nnc(SCc3nc4ccccc4s3)n2C(C)C)cc1 | 102 | -13 | -18 | 106 | 102 | -1 | 100 | 102 | -10 | -6 | 96
2 | O=C(O)CCC(=O)Nc1ccc(F)cc1 | 104 | -7 | -4 | 109 | 103 | 2 | 104 | 106 | -4 | -1 | 102
3 | COc1cc2[nH]c(=S)n(Cc3ccc(C)cc3)c(=O)c2cc1OC | 103 | 0 | -5 | 94 | 96 | 1 | 97 | 96 | 0 | 2 | 94
4 | Cc1ccc(NC(=O)CN2C(=O)NC(Cc3c[nH]c4ccccc34)C2=O)cc1S(=O)(=O)N1CCCCC1 (stereo not given) | 99 | 0 | 0 | 98 | 97 | 2 | 94 | 96 | -2 | -1 | 95
5 | Clc1ccccc1CN1CCN(CCCc2ccccc2)CC1 | 97 | 0 | 4 | 98 | 94 | 0 | 93 | 96 | 2 | 1 | 98
6 | O=C(NCc1ccc(Cl)c(Cl)c1)c1cccnc1 | 98 | -10 | -3 | 99 | 100 | -1 | 99 | 98 | -1 | 0 | 96
7 | CSc1ccccc1NC(=O)COc1ccc(Cl)cc1C | 94 | -12 | -11 | 97 | 99 | -9 | 98 | 99 | -11 | -13 | 99
8 | CC(=O)c1c(C)[nH]c2ccccc2c1=O | 97 | -2 | -3 | 102 | 100 | -3 | 101 | 99 | -3 | -2 | 98
9 | Cn1c(CN2CCOCC2)nc2cc(NC(=O)COc3ccccc3)ccc21 | 103 | -4 | -6 | 108 | 99 | -1 | 99 | 99 | -2 | 0 | 97
10 | CC(=O)n1cc([C@@H]2C=C(C(=O)N3CCOCC3)O[C@H](OCCCCO)C2)c2ccccc21 | 96 | 2 | 0 | 97 | 97 | 0 | 97 | 97 | 2 | 0 | 96
11 | CCOC(=O)c1c(NC(=O)CSc2nnc3c(n2)[nH]c2ccc(F)cc23)sc(C(C)=O)c1C | 101 | -3 | -4 | 99 | 99 | -3 | 99 | 97 | -1 | -7 | 98
12 | CC(C)(C)OC(=O)N/N=C/c1cccc([N+](=O)[O-])c1 | 92 | 0 | -1 | 90 | 94 | 3 | 98 | 90 | -1 | 3 | 91
13 | Cc1cc(C)n(-c2nc(N(C)C)nc(N(C)C)n2)n1 | 98 | 3 | 3 | 102 | 101 | 0 | 101 | 103 | -5 | 0 | 96
14 | CC(C)N1CCCC(CNC(=O)CCc2nnc(CCCCc3ccccc3)o2)C1 (stereo not given) | 99 | -5 | -5 | 98 | 99 | 3 | 98 | 98 | -2 | -4 | 96
15 | CC(C)CCNC(=O)Cn1c(=O)oc2cc(S(=O)(=O)N3CCc4ccccc43)ccc21 | 101 | -8 | -3 | 109 | 101 | 1 | 101 | 102 | -6 | -1 | 101
16 | Cc1ccc(OCC(=O)Nc2ccc3c4c(cccc24)CC3)c(C)c1 | 98 | -13 | -8 | 102 | 101 | -6 | 100 | 100 | -5 | -8 | 101
17 | O=C(NCCCN1CCOCC1)c1ccc(CS(=O)(=O)c2c(Cl)cccc2Cl)o1 | 100 | -10 | -4 | 99 | 98 | 0 | 99 | 100 | -7 | -4 | 97
18 | Cc1ccnc2ccc(P(=O)(c3ccccc3)c3ccccc3)cc12 | 95 | -5 | -4 | 96 | 94 | -1 | 95 | 97 | -3 | -2 | 98
19 | Cc1cccc2nc(-c3cccc(NC(=O)c4ccc(Cl)cc4)c3)cn12 | 94 | -1 | -4 | 100 | 97 | 0 | 98 | 99 | 0 | -2 | 96
20 | C/C(=N\NC(=O)CNc1cccc2ccccc12)c1ccc(Br)s1 | 98 | -9 | -8 | 105 | 98 | -2 | 96 | 103 | -9 | -5 | 98
21 | O=C(NCCCCc1ccccc1)C1CC(c2ccc([N+](=O)[O-])cc2)=NO1 (stereo not given) | 95 | -7 | -7 | 98 | 98 | 0 | 96 | 101 | -8 | 2 | 97
22 | c1ccc(Cc2cc(-c3ccccc3)on2)cc1 | 100 | 2 | 0 | 102 | 98 | -2 | 97 | 100 | -15 | -3 | 98
23 | Cc1nc2cc(NCc3cc([N+](=O)[O-])ccc3O)ccc2n1Cc1ccccc1 | 108 | -2 | -1 | 98 | 102 | 1 | 101 | 93 | 1 | 0 | 94
24 | Cn1nc(C(=O)OCc2ccc(Br)cc2F)c2ccccc2c1=O | 95 | 3 | 0 | 95 | 93 | 0 | 93 | 94 | 0 | 2 | 94
25 | Cc1c(Br)c([N+](=O)[O-])nn1CC(=O)NCc1ccco1 | 93 | -1 | -4 | 102 | 96 | -1 | 98 | 102 | -8 | -6 | 99
26 | CC1(C)Cc2ccccc2C(=NCCCCCC(=O)O)N1 | 100 | 0 | . | 105 | 99 | -3 | 99 | 96 | 3 | -5 | 99
27 | COc1ccc(C(=O)/C=C\N2CCOCC2)cc1 | 104 | -3 | 2 | 103 | 103 | 0 | 100 | 101 | -1 | -3 | 99
28 | COC(=O)C1=C(C)N(Cc2cccnc2)C(=O)/C1=C\c1sccc1C | 96 | -8 | -1 | 98 | 95 | -1 | 90 | 91 | -3 | -3 | 88
29 | O=C(CSc1nnc(-c2ccco2)o1)c1ccccc1 | 99 | -11 | -7 | 99 | 97 | 1 | 98 | 101 | -10 | -2 | 97
30 | O=C(Nc1ccc(-c2ccccc2)cc1)c1ccco1 | 103 | 5 | 1 | 96 | 97 | -2 | 100 | 94 | 0 | 2 | 95
31 | COC(=O)CCC(=O)Nc1nnc(C(F)(F)F)s1 | 97 | -19 | -7 | 104 | 97 | -1 | 98 | 98 | -10 | -3 | 99
32 | Cc1ccc2cc(COC(=O)c3ccncc3)c(=O)[nH]c2c1 | 96 | 0 | -1 | 103 | 100 | -1 | 98 | 99 | 0 | 0 | 97
33 | Cc1nc(SCC(=O)Nc2nc3ccccc3s2)c(C#N)c(C)c1C | 99 | 6 | -20 | 103 | 98 | 0 | 98 | 96 | 0 | -2 | 99
34 | Cc1ccc(C(O)CN2C3=NCCCN3c3ccccc32)cc1 (stereo not given) | 100 | 1 | -7 | 101 | 100 | -4 | 100 | 99 | 0 | -8 | 98
35 | COCCOC(=O)c1c(C)n(C)c2ccc(OC(=O)N3CCOCC3)cc12 | 99 | -1 | 0 | 104 | 103 | 0 | 100 | 102 | 1 | 1 | 102
36 | Cn1cccc1/C=N/NC(=O)c1sc2ccccc2c1Cl | 96 | -1 | -2 | 98 | 98 | -1 | 95 | 96 | 1 | -2 | 96
37 | CC(=O)Nc1cc2c(cc1NC(=O)c1cnccn1)OCCO2 | 96 | -9 | -7 | 102 | 101 | -2 | 99 | 99 | -9 | -3 | 101
38 | COc1ccc(NS(=O)(=O)c2ccc(S(=O)(=O)N3CCCC3)cc2)cc1 | 99 | -5 | -11 | 101 | 99 | 0 | 100 | 99 | -9 | -1 | 97
39 | CCc1ccccc1S(=O)(=O)Cc1ccc(C(=O)NCC2CCCO2)o1 (stereo not given) | 94 | -11 | -6 | 97 | 96 | 0 | 95 | 98 | -5 | -2 | 95
40 | COc1cccc(/C=N/c2sc(Cc3ccccc3)c(C)c2C(N)=O)c1O | 98 | -1 | -7 | 99 | 101 | -4 | 102 | 98 | -5 | -5 | 97
41 | CSc1nnc(C)c(=O)n1COC(=O)c1ccc(S(=O)(=O)N(C)C)cc1 | 100 | -1 | -2 | 107 | 101 | -4 | 100 | 100 | -2 | -5 | 99
42 | Cc1cc(C)nc(NS(=O)(=O)c2ccc(NC(=O)c3ccc(S(=O)(=O)N4CCOCC4)cc3)cc2)n1 | 108 | -2 | -1 | 109 | 110 | -3 | 111 | 109 | -7 | -4 | 108
43 | O=[N+]([O-])c1cc(Cl)c(O)c2ncccc12 | 91 | 13 | -8 | 88 | 90 | 8 | 88 | 89 | 4 | 1 | 87
44 | C=CCn1c(C)cc(C(=O)COC(=O)c2ccc3c(c2)NC(=O)CS3)c1C | 90 | 4 | -9 | 100 | 95 | -2 | 94 | 97 | -1 | -3 | 95
45 | COc1ccc(C2NC3=C(CCC3)C3(C#N)C(OC)(OC)N=C(N)C23C#N)cc1 (stereo not given) | 98 | -3 | -3 | 102 | 102 | -3 | 99 | 104 | 0 | -1 | 97
46 | O=C(CCCN1C(=O)c2cccc3cccc(c23)C1=O)NCc1ccco1 | 99 | 0 | -3 | 93 | 93 | -3 | 95 | 94 | -1 | 0 | 93
47 | COc1c(F)c(F)c(C(=O)O)c(Nc2ccc(C)cc2C)c1F | 93 | -2 | 3 | 103 | 96 | 2 | 98 | 100 | 2 | -2 | 97
48 | CCCCNS(=O)(=O)c1ccc2nc(-c3cccnc3)cc(C(=O)NC(C)C)c2c1 | 103 | 0 | -5 | 105 | 101 | -4 | 97 | 102 | 0 | -2 | 98
49 | Cc1ccc(-n2nc(C(=O)O)c(O)cc2=O)cc1 | 108 | -4 | 1 | 103 | 101 | 0 | 104 | 99 | 0 | 0 | 96
50 | CCCCNCCCCOc1ccccc1 | 92 | -11 | -9 | 97 | 95 | -2 | 92 | 101 | -6 | -19 | 95
51 | O=C(c1ccco1)N1CCN(CCCCOc2cccc3ccccc23)CC1 | 93 | -2 | -6 | 98 | 97 | -2 | 98 | 96 | -1 | -2 | 96
52 | CC1CCN(C(=O)C2Cc3ccccc3CN2S(=O)(=O)c2ccc(F)cc2)CC1 (stereo not given) | 98 | -11 | -9 | 96 | 98 | -2 | 97 | 99 | -9 | 4 | 96
53 | CC(Sc1cccc[n+]1[O-])C(=O)Nc1ccc(Oc2ccccc2)cc1 (stereo not given) | 93 | -4 | -4 | 96 | 93 | 2 | 96 | 92 | -5 | 0 | 94
54 | S=c1[nH]cnc2scc(-c3ccc(Br)cc3)c12 | 92 | -6 | -8 | 88 | 93 | -4 | 94 | 92 | -3 | -9 | 91
55 | Cc1ccc(/C=C(\NC(=O)c2ccccc2)C(=O)N2CCCC2C(=O)O)cc1 (stereo not given) | 97 | -7 | -5 | 95 | 95 | -5 | 96 | 97 | -6 | -7 | 96
